Compound activity from PubChem.
EWS-Fli block: blocks EWS/Fli oncoprotein-driven transcription; inhibition, % at 12.6 µM; 350,000 tested, 0.67% active; A673 NR0B1-luciferase reporter, viability-normalised;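 active = mean inhibition of at least 50% after viability correction, with every replicate also passing that limit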;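 also: firefly luciferase signal divided by Alamar Blue viability fluorescence both relative to DMSO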
PGC1a acetyl inh: PGC1a acetylation modulation, inhibitor mode | U2OS PGC1a acetylation, AlphaScreen anti-acetyl-lysine; with virally co-expressed GCN5 acetyltransferase | inhibition, % at 15.6 µM | 350,000 tested, 0.17% active;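 active = every replicate shows inhibition of at least 40%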;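 also: 0% = neutral control wells and 100% = positive control wells; some results beyond the cut were filed as inactive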
LGR2 antag: blocks bursicon-induced cAMP signaling via Drosophila LGR2; inhibition, % at 9.99 µM; HEK293 LGR2, CRE-luciferase, bursicon-stimulated, 4 h; 380,000 tested, 0.35% active; AID 720647;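 active = drop in luminescence signal, shown as inhibition above about 50% in the replicate tests, limit read from the data, passing the limit was not always enough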;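 also: agonist challenge used bursicon conditioned medium at about half maximal strength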
ERAP1 inh: ERAP1 (human) enzyme inhibition; 340,000 tested, 0.15% active; Q9NZ08; inhibition, % at 10.7 µM; recombinant ERAP1, Leu-AMC fluorescence, 60 min;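 active = mean replicate inhibition of at least 30%, or all replicates individually reaching that 30% level; inactive = mean below 30% and not every replicate reaching it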;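 also: 0% = neutral control wells and 100% = L-leucinethiol positive control wells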
Target sequence (Q9NZ08 whole entry, looked up): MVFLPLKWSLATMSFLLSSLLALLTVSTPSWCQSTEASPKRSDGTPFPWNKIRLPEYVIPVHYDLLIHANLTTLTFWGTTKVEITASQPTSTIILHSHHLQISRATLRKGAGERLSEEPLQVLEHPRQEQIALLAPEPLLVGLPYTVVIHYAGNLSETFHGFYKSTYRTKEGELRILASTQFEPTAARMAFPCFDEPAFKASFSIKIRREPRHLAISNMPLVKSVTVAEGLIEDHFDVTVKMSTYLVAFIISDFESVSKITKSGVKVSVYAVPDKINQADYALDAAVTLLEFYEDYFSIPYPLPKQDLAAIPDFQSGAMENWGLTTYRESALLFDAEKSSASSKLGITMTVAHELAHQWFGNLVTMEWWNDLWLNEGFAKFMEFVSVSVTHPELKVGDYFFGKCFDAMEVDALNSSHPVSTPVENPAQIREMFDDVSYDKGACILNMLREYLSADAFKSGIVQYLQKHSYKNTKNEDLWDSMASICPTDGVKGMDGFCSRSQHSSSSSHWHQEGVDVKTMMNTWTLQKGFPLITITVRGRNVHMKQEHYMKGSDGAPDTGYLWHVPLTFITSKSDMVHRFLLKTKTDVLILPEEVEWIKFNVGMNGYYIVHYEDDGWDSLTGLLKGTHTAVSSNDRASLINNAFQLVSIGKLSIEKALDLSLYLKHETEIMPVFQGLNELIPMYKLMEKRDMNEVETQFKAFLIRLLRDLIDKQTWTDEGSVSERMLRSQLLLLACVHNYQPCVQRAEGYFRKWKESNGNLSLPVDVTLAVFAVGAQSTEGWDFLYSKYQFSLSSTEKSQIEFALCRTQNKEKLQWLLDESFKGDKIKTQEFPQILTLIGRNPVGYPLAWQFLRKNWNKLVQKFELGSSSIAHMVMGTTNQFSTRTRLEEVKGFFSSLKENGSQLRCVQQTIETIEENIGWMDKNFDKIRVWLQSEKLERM
S100A4 inh HTS: blocks human S100A4 binding to myosin IIA peptide. P26447. AID 652163. inhibition, % at 10.7 µM. S100A4/TAMRA-MyoIIA peptide fluorescence polarization. 360,000 tested, 0.14% active;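 active = mean inhibition of at least 70% across replicates, with every replicate also reaching that level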
Target sequence (P26447 whole entry, looked up): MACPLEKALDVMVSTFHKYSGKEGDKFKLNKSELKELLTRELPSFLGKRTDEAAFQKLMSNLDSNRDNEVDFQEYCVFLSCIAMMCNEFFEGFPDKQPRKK
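System – human S100A4 monomer protein, biochemical binding assay · Buffer or medium – Calcium-containing HEPES buffer, pH 7.2 · Timing – 5 min between mix addition and reading · Also added – TAMRA-labelled myosin IIA heavy-chain peptide probe, 5 nM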
PglD DTNB: blocks C. jejuni PglD acetyltransferase activity | purified PglD enzyme, DTNB colorimetric CoA detection | 360,000 tested, 0.098% active | inhibition, % at 12.5 µM; in the data active = inhibition above about 16%, passing the limit was not always enough; also: strong numbers were not always called active
PAX8 reporter: lowers PAX8-driven luciferase in RMG-I cells. RMG-I TPO-luciferase reporter, SteadyGlo, 24 h. inhibition, % at 12.6 µM. 360,000 tested, 1.2% active. AID 652154;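 active = mean replicate inhibition at least 60% with every replicate also reaching 60%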;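 also: luciferase light reporting Pax8 driven TPO promoter activity; plate controls were median of neutral control wells for no effect and mitoxantrone controls for full effect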
FN deposit inh: fibronectin deposition inhibition; AH1F fibroblasts, Alexa488-fibronectin deposition fluorescence, overnight; inhibition, % at 12.6 µM; 350,000 tested, 0.086% active;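 active = mean inhibition across replicates of 30% or more, regardless of how many single replicates reach that level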;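 also: positive control wells lacked labelled fibronectin entirely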
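test system = AH1F fibroblasts assembling fluorescent fibronectin matrix | quantity = 10000 AH1F cells per well | buffer or medium = DMEM plus 2% serum, read in PBS | doses = single dose, pinned | incubation = 1 h cell attachment, overnight exposure to compound and label | detection = fluorescence at 485 nm excitation, 525 nm emission | read-out basis = inhibition from reduced deposited-fibronectin fluorescence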
Starred values were filed as active, the others as inactive; . = no result given; & = joins results of further samples.

SMILES	EWS-Fli block	PGC1a acetyl inh	LGR2 antag	ERAP1 inh	S100A4 inh HTS	PglD DTNB	PAX8 reporter	FN deposit inh
CC(=O)c1cc2c(cc1NC(=O)Cn1nc(-c3ccc(C)cc3)ccc1=O)OCO2	38	.	8	2	-4	0	11	-5
O=C(COc1ccc(F)cc1)NCC1CCCO1 (stereo unspecified)	.	-2	.	.	.	-1	9	17
COc1ccc(C(CC(=O)c2ccc(C)cc2)Nc2ccc([N+](=O)[O-])cc2)cc1 (stereo unspecified)	-84	.	17	2	-1	.	30	-11
FC(F)(F)c1ccccc1Cc1c(-c2cccc(Cl)c2)nc2c3ccccc3ccn12	-5	.	-5	.	7	.	25	-6
CC(C)(C)C1CCNC(=O)CC1 (stereo unspecified)	-1	-7	-2	1	-17	.	4	-5
C[C@@H]1CN([C@H](C)CO)C(=O)c2cccc(NC(=O)C3CCCCC3)c2O[C@@H]1CN(C)C(=O)Nc1ccc2c(c1)OCO2	0	1	20	-2	7	-1	7	.
Cc1ccc(N2CC(C(=O)Nc3nc4ccc(S(C)(=O)=O)cc4s3)CC2=O)cc1 (stereo unspecified)	.	2	15	2	-4	4	14	-6
COCC(=O)N(C)C[C@H]1Oc2ncc(-c3ccc(F)cc3)cc2C(=O)N([C@@H](C)CO)C[C@H]1C	-11	-13	4	-2	6	1	.	.
O=C(C[C@@H]1CC[C@@H]2[C@H](COC[C@@H](O)CN2Cc2cc(F)cc(F)c2)O1)NC1CCC1	3	-7	-4	0	-7	-1	20	-7
CC(=O)O[C@]1(C(C)=O)CC[C@H]2[C@@H]3C=C(C)C4=CC(=O)CC[C@@H]4[C@H]3CC[C@@]21C	13	1	-11	1	4	0	14	1
CCOCCCNC(=O)c1cc2c(=O)n3cccc(C)c3nc2s1	-7	0	-30	-2	1	0	17	-7
Cc1ccc(NC(=O)CCCC2CCCCC2)c(O)c1	-30	-9	-72	2	-6	-4	-113	-5
O=C(C[C@@H]1C[C@H]2c3cc(NC(=O)Nc4ccccc4F)ccc3O[C@H]2[C@H](CO)O1)NC1CCCC1	-31	-16	-1	-6	-33	4	4	9
O=C(Nc1ccccc1F)C(c1ccccc1)c1ccccc1	3	-4	.	-3	1	.	20	5
CCCNC(=O)N(C)C[C@H]1Oc2ncc(C3=CCCC3)cc2C(=O)N([C@@H](C)CO)C[C@H]1C	2	-6	-10	-3	-13	3	-7	.
Cc1ccc(NC(=S)N2CCC(N(C)CC3CCCO3)CC2)c(C)c1 (stereo unspecified)	.	-33	11	.	.	-5	.	2
O=C(O)CC1CCC(=C(Cl)Cl)C1 (stereo unspecified)	8	7	-9	1	-2	7	.	.
COc1ccc(C#Cc2ccc3c(c2)O[C@@H](CN(C)C(C)=O)[C@H](C)CN([C@H](C)CO)S3(=O)=O)cc1	8	-1	16	-1	-11	8	.	-5
C[C@@H]1CCCCO[C@@H](CN(C)S(=O)(=O)c2ccc(F)cc2)[C@H](C)CN([C@@H](C)CO)C(=O)c2cc(NC(=O)c3ccncc3)ccc2O1	7	6	4	1	-45	2	.	-10
COc1ccccc1C(=O)ON=C1c2ccccc2-c2ccccc21	.	4	-10	.	.	7	-23	8
O=C(Nc1ccccc1C(=O)O)c1cccc(NC(=O)c2ccccc2Cl)c1	-3	2	8	-5	1	-5	-3	-7
COc1cccc(CCC(=O)N2CCC(n3nccc3NC(=O)CC(C)C)CC2)c1	.	5	-15	-4	-1	-2	-8	1
Cc1noc(C)c1S(=O)(=O)Nc1ccc2c(c1)C(=O)N([C@H](C)CO)C[C@H](C)[C@H](CN(C)Cc1ccc(Oc3ccccc3)cc1)O2	25	9	-2	0	5	-1	.	.
O=C(CCc1c[nH]c2ccccc12)NCc1cccc(Cl)c1	4	.	-14	1	-1	-4	-7	1
C[C@H]1CN([C@@H](C)CO)S(=O)(=O)c2ccc(C#CC3CC3)cc2O[C@H]1CN(C)C	3	6	-11	-4	-3	2	.	.
CC(C)OC(=O)N(C)C[C@@H]1OCc2cn(nn2)CCCC(=O)N([C@@H](C)CO)C[C@H]1C	-2&-4	9&-4	0	-2&1	-5&6	3&-5	3&-18	3
O=C(O)CCCn1cc(NC(=O)c2ccc(Br)o2)cn1	1	-7	.	2	4	.	10	3
OC1(c2ccccc2F)CCN(Cc2nnnn2Cc2ccc(F)cc2)CC1	1	10	16	2	4	.	7	-4
C[C@H](CO)N1C[C@H](C)[C@@H](CN(C)CC2CC2)Oc2ccc(NS(=O)(=O)c3ccc(Cl)cc3)cc2CC1=O	6	0	14	-2	-46	2	.	.
C[C@H]1CN([C@@H](C)CO)S(=O)(=O)c2ccc(-c3cccc(F)c3)cc2O[C@H]1CN(C)C	0	-7	8	0	-10	0	.	1

Random excerpt: 6 records from the list.
SMILES	EWS-Fli block	PGC1a acetyl inh	LGR2 antag	ERAP1 inh	S100A4 inh HTS	PglD DTNB	PAX8 reporter	FN deposit inh
C[C@H]1CN([C@@H](C)CO)S(=O)(=O)c2ccc(-c3cccc(F)c3)cc2O[C@H]1CN(C)C	0	-7	8	0	-10	0	.	1
COc1cccc(CCC(=O)N2CCC(n3nccc3NC(=O)CC(C)C)CC2)c1	.	5	-15	-4	-1	-2	-8	1
O=C(Nc1ccccc1C(=O)O)c1cccc(NC(=O)c2ccccc2Cl)c1	-3	2	8	-5	1	-5	-3	-7
CC(C)OC(=O)N(C)C[C@@H]1OCc2cn(nn2)CCCC(=O)N([C@@H](C)CO)C[C@H]1C	-2&-4	9&-4	0	-2&1	-5&6	3&-5	3&-18	3
C[C@H]1CN([C@@H](C)CO)S(=O)(=O)c2ccc(C#CC3CC3)cc2O[C@H]1CN(C)C	3	6	-11	-4	-3	2	.	.
OC1(c2ccccc2F)CCN(Cc2nnnn2Cc2ccc(F)cc2)CC1	1	10	16	2	4	.	7	-4

More entries
SMILES	EWS-Fli block	PGC1a acetyl inh	LGR2 antag	ERAP1 inh	S100A4 inh HTS	PglD DTNB	PAX8 reporter	FN deposit inh
CN(CC(=O)Nc1cccc(F)c1)CC(=O)N1CCc2ccccc21	9	.	-20	1	0	1	9	-2
CCOC(=O)C1CCN(C(=O)CCS(=O)(=O)c2ccc3c(c2)CCN3C(C)=O)CC1	.	-2	.	.	.	5	6	-1
Cc1noc(C)c1NC(=O)N(C)C[C@H]1Oc2ccc(NC(=O)Nc3ccc(C(F)(F)F)cc3)cc2C(=O)N([C@@H](C)CO)C[C@@H]1C	1	-5	-18	-4	0	-1	2	-11
O=C1Cc2cc(S(=O)(=O)Nc3cccc([N+](=O)[O-])c3)cc3c2N1CCC3	.	-13	0	-1	4	-7	17	8
COc1ccc([C@@H]2[C@@H]3C(=O)N(C(C)(C)C)C(=O)[C@@H]3[C@]3(Cc4ccccc4)C(=O)N(c4ccccc4)C(=O)N23)cc1	-11	.	3	-4	-3	-4	-8	-9
O=C(NNc1ccccc1[N+](=O)[O-])Nc1ccc(Cl)c(Cl)c1	-1	.	.	1	-1	.	-2	-1
C[C@H](CO)N1C[C@H](C)[C@H](CN(C)C(=O)c2ccccc2)OCCCC[C@H](C)Oc2ccc(NS(=O)(=O)c3cccs3)cc2C1=O	0	.	-21	4	2	0	2	-2
C[C@H](CO)N1C[C@H](C)[C@@H](CN(C)C(=O)Nc2ccccc2)Oc2ccc(NS(C)(=O)=O)cc2C1=O	-3	-1	.	0	4	0	-3	.
O=C(CN1C(=O)NC2(CCCCCC2)C1=O)Nc1ccc(S(=O)(=O)N2CCOCC2)cc1	.	.	2	1	-1	-1	.	.
COC(=O)[C@]12CCCCC=C1N(Cc1ccco1)C(=O)[C@H](CC(=O)NCc1ccc(OC)c(OC)c1)C2	-2	.	-14	0	22	.	1	-5
CC(=O)c1ccc(S(=O)(=O)N2CCN(C(=O)c3cccc(S(=O)(=O)N4CC(C)OC(C)C4)c3)CC2)cc1 (stereo unspecified)	4	8	4	4	-17	1	1	9
C[C@@H]1CN([C@@H](C)CO)C(=O)c2cccc(NS(=O)(=O)c3ccccc3)c2O[C@@H]1CN(C)CC1CC1	7	0	2	1	-6	-3	-19	.
C[C@@H]1CN([C@@H](C)CO)C(=O)c2c(c3ccccc3n2C)-c2ccccc2CO[C@H]1CN(C)Cc1cccc(O)c1	3	-15	-9	2	14	.	.	0
COCCC(=O)N1CCC(Oc2ccc(C(=O)N3CCCC(CCCO)C3)cc2)CC1 (stereo unspecified)	-6	.	4	-3	4	1	5	1
CC(C)(C)C(=O)Nc1nnc(SCC(=O)NC2CCCCC2)s1	-2	.	5	2	14	-4	-5	2
C[C@@H]1CN([C@H](C)CO)S(=O)(=O)c2ccc(C#CCN(C)C)cc2O[C@H]1CN(C)C(=O)CN(C)C	-3	2	18	-1	-7	2	-1	.
CC(C)S(=O)(=O)C/C(N)=N/OC(=O)c1cc(Cl)cc(Cl)c1	3	15	0	5	-6	0	5	0
Cc1noc(C)c1S(=O)(=O)Nc1ccc2c(c1)CC(=O)N([C@@H](C)CO)C[C@@H](C)[C@H](CN(C)S(=O)(=O)c1ccc(F)cc1)O2	-5	-2	-15	0	5	4	9	.
COC(=O)COc1ccc(S(=O)(=O)Nc2ccc3c(c2)OCCO3)cc1C	-4	-14	9	1	1	-5	38	9
CC1(C)C(=O)Nc2ccccc2N1C(=O)COC(=O)CSc1ccc(Cl)cc1	-2	5	.	-2	1	4	-13	1
CCn1cc(Cl)c(C(=O)Nc2cccc(C(F)(F)F)c2)n1	-30	-6	-18	0	-6	.	-27	7
CC(=O)N(C)C[C@H]1Oc2cc(C#C[C@H](C)O)ccc2S(=O)(=O)N([C@H](C)CO)C[C@H]1C	-12	6	-6	-2	1	14	-4	.
CC(=O)c1ccc2c(c1)OCCOCCOc1ccc(C(C)=O)cc1OCCOCCO2	11	4	.	0	-2	-5	21	-6
CC(NS(=O)(=O)c1ccc(OCC(=O)NCc2ccccn2)cc1)c1ccccc1 (stereo unspecified)	4	-1	-6	-4	-6	0	1	-8
CCOC(=O)N1CCN(C(=O)C2CCCN(c3nc4ccc(OCC)cc4s3)C2)CC1 (stereo unspecified)	-24	-1	.	-4	-7	2	-12	2
COc1ccccc1N1CC(C(=O)Nc2nnc(SC)s2)CC1=O (stereo unspecified)	.	9	-4	1	-2	1	-13	5
CC(=O)N(c1ccccc1Cl)S(=O)(=O)c1ccc(Cl)cc1	-7	.	-14	-2	-3	.	13	-10
COc1ccccc1CNC(=O)COc1ccc(C)cc1	0	-6	4	2	25	-3	-2	3
COc1ccccc1-n1c(C)c(C(C)=O)c2cc(O)ccc21	-7	-8	-2	4	1	-3	32	0
C/C=C/c1cnc2c(c1)C(=O)N([C@@H](C)CO)C[C@H](C)[C@H](CN(C)C(=O)Cc1cccnc1)O2	1	2	21	-1	-3	1	-4	.
Cc1ccc(S(=O)(=O)N2CC=C(C(=O)NCc3ccc(F)cc3)CC2)cc1	7	-11	-3	-2	9	-5	-10	-2
CC(C)(C)NC(=O)C(c1ccccc1)N(C(=O)c1ccco1)C1CC1 (stereo unspecified)	.	-12	.	.	.	-2	-7	4
COc1cccc(S(=O)(=O)N2CCCCN3[C@@H](CO)[C@@H](c4ccc(-c5cccnc5)cc4)[C@@H]3C2)c1	3	6	-5	0	-4	1	-12	.
COP(=O)(OC)c1nc(-c2ccc(C)cc2)oc1N1CCCCC1	5	.	3	-5	-3	.	4	0
O=C(C[C@@H]1C=C[C@@H](NS(=O)(=O)c2ccccc2)[C@@H](CO)O1)N1CCc2ccccc2C1	-7	-2	-1	0	6	-1	5	.
COc1ccc(Cl)cc1C1=NOC2(CCC2)C(=O)N1Cc1ccc(NC(C)=O)cc1	0	.	2	.	-6	2	5	2
